# TexasRed autofl: compounds fluorescent in Texas Red spectral region; Compound fluorescence, Texas Red channel, 547/618 nm; active compounds read high; 59,000 compounds, 0.06% hits; max dye-equivalent concentration, M; in the data active = max dye-equivalent concentration above about 10 nM; inconclusive = between about 1.1 nM and that limit
#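 Compound titrations in 100 mM Tris pH 8.0 were incubated 15 min at room temperature and read at 547 nm excitation / 618 nm emission. Texas Red six-point standard curve on each plate converted fluorescence to dye-equivalent concentration.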
# Fluorescein autfl: compound autofluorescence in fluorescein spectral region | Compound autofluorescence, 480/540 nm, fluorescein-equivalent; active compounds read high | max fluorescein-equivalent concentration, M | 59,000 compounds, 0.91% hits | AID 593; in the data active = max fluorescein-equivalent concentration above about 10 nM; inconclusive = between about 1.1 nM and that limit
#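 Library compounds, added at multiple concentrations to pH 8.0 Tris buffer (100 mM), incubate 15 min at room temperature before CCD imaging at 480 nm excitation and 540 nm emission.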
# Ub-GFP proteasome: ubiquitin-GFP accumulation via proteasome inhibition; 67,000 tested, under 10 active; AID 526; Potency, µM (titrated, usually from 45.9 µM), for the others: at the highest dose activation (GFP accumulation), hits mostly activators; Ubiquitin-GFP reporter cells, proteasome inhibition, GFP fluorescence; response scale: untreated = 0%, 10 µM MG-132 = 100%; active = well fitted activation curve with a large enough effect, not every such curve was filed as active; inconclusive = small, poorly fitted or top-dose-only effect, or another doubt; inactive = no such curve, though single readings can be large or run the other way; note: potency is the fitted concentration of half-maximal effect
#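 GFP accumulation read-out: laser plate cytometry counting ubiquitin(G76V)-GFP-expressing U2OS cells after 4 hr compound exposure at 37 °C. Titrations spanned 46 uM to 2.9 nM; 0% = basal, 100% = 10 uM MG-132; concentration-response curves fitted.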
# ERK AVP block: inhibitors of vasopressin-stimulated ERK signaling pathway; HEK293-V1b, vasopressin-stimulated pERK AlphaScreen; AID 995; Potency, µM (doses to about 57.5 µM), for inactives: at the top dose activity, negative = inhibition, actives largely listed as inhibitors; 72,000 compounds, 0.99% hits; note: potency is the fitted concentration of half-maximal effect; % is set by controls: 0 for no effect and ±100 for the full control effect; nearly all actives have a fitted effect of over 55% in size
#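 qHTS, compounds titrated on V1b-expressing HEK293 cells. Preincubation 30 min at 37C, vasopressin 25 nM for 5 min, lysis 10 min, bead incubation 5 hr at room temperature.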
# CRE Fsk mod: modulators of forskolin-stimulated CRE signaling in CHO cells | CHO CRE-bla reporter (cAMP response element driving beta-lactamase), forskolin EC10, beta-lactamase ratio | Potency, µM (top dose mostly 38.2 µM), without a hit: top-dose activity change, negative = inhibition, hits mostly activators | 71,000 compounds, 2.5% hits; active = well fitted activation curve with a large enough effect in the signal ratio, with a control signal flat, not every such curve was filed as active; inconclusive = small, poorly fitted or top-dose-only effect, or effect the other way, or a change in a side signal; the % refers to the signal ratio; note: potency is the fitted concentration of half-maximal effect; % of control where 0% means no effect
#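 Titrated compounds plus EC10 NKH 477 on CHO CRE-bla cells, 3 h, 37 °C. CCF4, 2 h RT. Ratio 460/530 nm → AC50.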
# Luciferase inh: blocks Photinus pyralis firefly luciferase activity. AID 411. purified firefly luciferase, luminescence, 8 min. P08659. Potency, µM (titrated, usually from 57.1 µM), inactives show top-dose activity change, negative = inhibition, hits mostly inhibitors. 72,000 compounds, 2.2% hits; note: potency is the fitted concentration of half-maximal effect; % is set by controls: 0 for no effect and ±100 for the full control effect; nearly all actives have a fitted effect of over 40% in size
# Target sequence (P08659 whole entry, looked up): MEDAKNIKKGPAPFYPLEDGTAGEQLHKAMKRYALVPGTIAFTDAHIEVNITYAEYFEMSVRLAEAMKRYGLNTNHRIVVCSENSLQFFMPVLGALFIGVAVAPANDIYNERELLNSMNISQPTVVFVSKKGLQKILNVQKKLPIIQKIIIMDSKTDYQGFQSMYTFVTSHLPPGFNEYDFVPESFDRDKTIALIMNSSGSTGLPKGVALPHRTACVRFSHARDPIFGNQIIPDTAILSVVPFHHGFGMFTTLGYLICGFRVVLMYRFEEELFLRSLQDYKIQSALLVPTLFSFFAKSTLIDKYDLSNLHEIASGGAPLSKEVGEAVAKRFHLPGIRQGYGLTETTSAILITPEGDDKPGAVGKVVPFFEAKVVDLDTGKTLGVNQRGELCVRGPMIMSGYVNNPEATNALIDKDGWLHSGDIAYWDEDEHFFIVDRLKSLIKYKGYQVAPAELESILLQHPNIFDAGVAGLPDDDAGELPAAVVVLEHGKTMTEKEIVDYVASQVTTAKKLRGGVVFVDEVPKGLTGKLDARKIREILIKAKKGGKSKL
#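 Inhibition of light generation by firefly luciferase from ATP and luciferin was profiled with concentration-response curves per sample, ATP held at 10 uM within the enzyme's linear range. Plates were read by luminescence after an 8-minute ambient incubation.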
# A350 autofl: A350 region autofluorescence; 59,000 compounds, 11% hits; max dye-equivalent concentration, M; Compound autofluorescence, 340/450 nm, Alexa 350 dye-equivalents; active compounds read high; in the data active = max dye-equivalent concentration above about 10 nM; inconclusive = mostly about 1.1 nM to 9.6 nM
# Hsp90 Hop PPI: changes Hsp90-Hop TPR2A binding signal, up or down | AlphaScreen TPR2A-His6 binding biotin-Hsp90 C-terminal peptide | Potency, µM (highest dose often 57 µM), inactives show top-dose activity change, negative = inhibition | 71,000 compounds, 0.44% hits | AID 595; active = well fitted curve in either direction with a large enough effect; inconclusive = small, poorly fitted or top-dose-only effect, or another doubt; note: potency is the fitted concentration of half-maximal effect; % is set by controls: 0 for no effect and ±100 for the full control effect; many of its hits are not listed in these tables
# GFP derepression: epigenetic GFP locus derepression in mouse cells; mouse C127i GFP locus derepression, cytometry, 30 h; 68,000 compounds, 0.09% hits; Potency, µM (highest dose often 46.1 µM), for inactives: at the top dose GFP derepression (activation); AID 597; note: % of control where 0% means no effect
#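 Derepression screen: silenced CMV-GFP reporter in murine C127i cells, 30 h compound incubation at 37 C, washed cells imaged by laser-scanning cytometer to enumerate GFP-expressing objects of 20 to 120 um.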
# 4MU fluor: 4-MU region autofluorescence | compound autofluorescence, 340/450 nm, 4-MU equivalents; active compounds read high | AID 589 | max dye-equivalent concentration, M | 59,000 compounds, 11% hits; in the data active = max dye-equivalent concentration above about 10 nM; inconclusive = mostly about 1.1 nM to 9.6 nM
#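 Intrinsic fluorescence at 340/450 nm (ex/em) was read after 15 min at room temperature in pH 8.0, 100 mM Tris. Each compound concentration expressed as 4-MU-equivalent concentration from a six-point 4-MU standard series on each plate.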
# HBB splicing: hemoglobin beta splicing modulation | HBB splicing reporter cell assay, activation; EGFP reporter with mutant IVS2-654 intron; response scale: normalised to 500 nM splice-correcting PNA | Potency, µM (titrated, usually from 46.1 µM), inactives show at the top dose activation, actives largely listed as activators | AID 925 | 65,000 compounds, 0.06% hits; note: potency is the fitted concentration of half-maximal effect; 0% is about no effect
#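 Compounds were applied for 2 days to HeLa EGFP-654 cells, 500/well in Optimem with 2% FCS. The reporter's EGFP is disrupted by mis-splicing of beta-globin intron IVS2-654. Readout: summed well GFP fluorescence from 488 nm laser scanning; reference was 500 nM antisense […] 654 PNA.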
# Numbers without * were called inactive; i = inactive; ? = inconclusive; / = not tested or not shown; [ ] = remark or other dose. Unless noted, calls come from the whole dose curve; as a rule, active = well fitted curve in the direction sought with a large enough effect; inconclusive = small, poorly fitted or top-dose-only effect, or another doubt; inactive = no such curve, though single readings can be large; an effect the other way counts as inactive or inconclusive. Not all compounds are listed. The share of hits here may be higher or lower than overall.
SMILES,TexasRed autofl,Fluorescein autfl,Ub-GFP proteasome,ERK AVP block,CRE Fsk mod,Luciferase inh,A350 autofl,Hsp90 Hop PPI,GFP derepression,4MU fluor,HBB splicing
Cc1ccccc1-c1nc2ccccc2c(=O)n1C1CCS(=O)(=O)C1 (stereo unspecified),i,?,1%,-6%,6%,0%,i,-2%,2%,i,1.1%
Cc1cc(C)cc(NC(=O)CSc2nc3c(c(=O)n2C)SC(C)C3)c1 (stereo unspecified),/,/,-4%,/,24%,1%,/,-4%,/,/,-0.4%
Cc1ccc(O)c(NC(=O)CCCC(=O)O)c1,i,?,3%,-9%,-2%,0%,i,-4%,2%,i,1.6%
CCC1(C)CC(CC(=O)O)(c2ccccc2OC)CCO1 (stereo unspecified),/,/,-9%,3%,-7%,2%,/,-2%,2%,/,-2.0%
C=CCNC1=C(Cl)C(=O)N(c2ccccc2Cl)C1=O,i,?,-9%,23%,-6%,0%,i,1%,2%,i,-1.0%
CC(=O)N1CCC2(CC1)CCN(C(=O)Nc1cccc(F)c1)CC2,i,?,-3%,-21%,-4%,-1%[11.4 µM],1.8e-08M*,-5%,2%[9.22 µM],1.6e-08M*,0.1%
COc1cc(OC)cc(-c2nnc(SCC(=O)N3CCCc4ccccc43)o2)c1,?,i,-2%,1%,1%,-1%,i,2%,0%,i,-0.4%[57.5 µM]
CCc1ccccc1OCC(=O)Nc1ccc(S(N)(=O)=O)cc1,i,i,5%,-13%,13%,1%,i,-1%,30%,i,5.1%
Cc1cc(C)cc(OCc2nnc(SCC(=O)c3ccc(Br)cc3)o2)c1,i,?,5%,-18%,?,-1%,i,9%,-3%,i,0.8%
CCOc1ccc(-c2nc(CSc3nncs3)cs2)cc1OC,i,i,9%,-20%,5µM*,-17%,i,2%,0%,i,-4.2%[1.84 µM]
OC(c1ccc(Cl)cc1)c1nnc(-c2ccccc2)o1 (stereo unspecified),i,?,-2%,9%,7%,-1%,i,0%,2%,i,-0.2%[57.5 µM]
Cc1ccc2cc(C#N)c(NCCCNC(=O)C3CCCO3)nc2c1 (stereo unspecified),?,?,3%,-2%,?,-1%,2.1e-06M*,-2%,3%,1.1e-06M*,-2.0%
Oc1ccc(Br)cc1CN1CCCCCCC1,/,/,-6%[9.17 µM],0%,?,-10%,/,-3%[11 µM],-2%,/,3.5%[0.0738 µM]
CS(=O)(=O)N1CCC2(CC1)CN(C(=O)Nc1cccc(F)c1)C2,i,i,-1%,-22%,-1%,0%[11.4 µM],i,?,0%[9.22 µM],i,10%
Cc1ccnc(NS(=O)(=O)c2ccc(NC(=O)C3CCCO3)cc2)n1 (stereo unspecified),/,/,-14%,25%,0%,1%,/,1%,1%,/,0.5%[9.22 µM]
CCCn1c2c(c(O)c(C(=O)Nc3nc(C)cs3)c1=O)CCCC2,?,i,2%,4%,-1%,2%,?,-1%,4%,i,-6.3%[0.369 µM]
CCc1nc(NCC2CCCO2)c(C#N)c2c1COC(C)(C)C2 (stereo unspecified),i,?,/,/,/,0%[25.5 µM],1.7e-07M*,/,-3%[20.6 µM],1.5e-07M*,/
C1CCc2c(nnc3c2-c2nonc2CC3)C1,i,i,-1%,0%,4%,0%,i,-2%,2%,i,/
CCCCCc1cc(O)c2c(C)cc(=O)oc2c1,/,/,6%[9.17 µM],-4%,?,1%,/,-2%[11 µM],-2%,/,-1.9%[0.0738 µM]
CCOc1ccc(NC(=O)N(CCN(C)C)C(C)c2ccncc2)cc1 (stereo unspecified),/,/,4%,-11%,0%,1%,/,0%,0%,/,1.6%

# The final two entries of the section before are carried over, then new ones follow.
SMILES,TexasRed autofl,Fluorescein autfl,Ub-GFP proteasome,ERK AVP block,CRE Fsk mod,Luciferase inh,A350 autofl,Hsp90 Hop PPI,GFP derepression,4MU fluor,HBB splicing
CCCCCc1cc(O)c2c(C)cc(=O)oc2c1,/,/,6%[9.17 µM],-4%,?,1%,/,-2%[11 µM],-2%,/,-1.9%[0.0738 µM]
CCOc1ccc(NC(=O)N(CCN(C)C)C(C)c2ccncc2)cc1 (stereo unspecified),/,/,4%,-11%,0%,1%,/,0%,0%,/,1.6%
COc1ccccc1OCCC(=O)OCC(=O)NC(=O)NC(C)(C)C,?,?,-5%,-24%,?,-7%,i,1%,0%,i,-4.2%
CS(=O)(=O)c1ccc2nc(NC(NC(=O)c3ccco3)(C(F)(F)F)C(F)(F)F)sc2c1,?,i,/,/,/,0%[25.5 µM],i,/,13%[20.6 µM],i,/
COc1ccc(-c2nnnn2C)cc1S(=O)(=O)NCCc1ccccc1,/,/,3%,16%,4%,2%,/,-1%,4%,/,2.1%
Cc1[nH]c2ccccc2c1CCO,i,i,0%,8%,-3%,2%,i,-3%,6%,i,-0.4%
CCCCCN(C(=O)NC(=O)Nc1nncs1)S(C)(=O)=O,i,?,-2%,8%,?,-33%,i,-2%,-1%,i,0.1%
CCCC(C)C(=O)Nc1nnc(C)s1 (stereo unspecified),/,/,-1%[9.17 µM],-4%,?,0%,/,-3%[11 µM],-2%,/,0.3%[0.0738 µM]
CCCCC(=O)N(CCOC)c1nnc(-c2ccc(OC)cc2)s1,i,i,0%,3%,2%,-4%,i,-1%,2%,i,/
COc1ccc(-c2csc(NCc3ccco3)n2)cc1,i,i,6%,?,-2%,5µM*,i,-12%,0%,i,/
CCN(CC)CCNC(=O)C1CCN(S(=O)(=O)N2CCCCC2)CC1,?,i,-6%,-1%,2%,4%,?,-1%,0%,i,1.0%[57.5 µM]
O=S(=O)(NC1c2cccc3cccc(c23)C1N1CCN(CCO)CC1)c1ccccc1 (stereo unspecified),i,i,-4%,?,0%,4%,?,-3%,1%,?,0.0%[57.5 µM]
CCOC(=O)C(C)Sc1nc(-c2cccs2)ccc1C#N (stereo unspecified),i,i,/,/,/,-9%[25.5 µM],9.9e-08M*,/,-5%[20.6 µM],8.1e-08M*,/
CCOC(=O)N1CCC(Nc2cc(C)nc3c(-c4ccccc4OC)c(C)nn23)CC1,/,/,-12%,-29%,-16%,0%,/,-5%,0%,/,-1.7%
CCOC(=O)CSC1=C(C#N)C(c2ccccc2OCC)C(C(=O)OCC)C(=O)N1 (stereo unspecified),i,i,4%,-20%,-2%,-4%,i,-5%,0%,i,2.6%[0.369 µM]
COc1ccc(CNC(=O)c2cnc(C)cn2)c(OC)c1,i,i,2%,14%,-2%,2%,i,3%,-1%,i,/
O=C(NCCNC(=O)C(c1ccccc1)c1ccccc1)c1ccco1,i,i,-3%,0%,-8%,1%,i,2%,0%,i,/
N#CC1=C(N)SC(N)=C(C#N)C1c1ccc(C(F)(F)F)cc1,i,?,7%,-1%,-9%,-3%,i,0%,2%,i,/
COc1ccc(N2CCN(C(=O)CCS(=O)(=O)c3cccc4nsnc34)CC2)cc1,i,i,15%,7%,-2%,-1%,i,-5%,4%,i,-0.2%
Cn1c(=O)c2c(nc(Cl)n2Cc2ccncc2)n(C)c1=O,i,?,1%,-1%,12%,4%,i,-5%,-2%,i,-2.3%
C=C(C)Cn1c(COc2ccccc2)nnc1SCC(=O)O,/,/,28%,-11%,?,0%,/,0%,0%,/,2.6%
Cc1c2cnccc2c(C)c2c1c1ccccc1n2CCOC(=O)c1ccccc1,i,i,2%[9.17 µM],-4%[11.5 µM],10%[7.6 µM],1%[11.4 µM],?,10%[11 µM],3%[9.22 µM],?,1.5%[9.22 µM]
Cc1cc(C)c(C#N)c(OCC(=O)c2ccccc2)n1,i,i,/,/,/,1%[25.5 µM],i,/,-4%[20.6 µM],i,/
CN(C)CCCc1cc(C(=O)Nc2ccc(-c3ccncc3)cc2)ccc1O,/,/,-5%,-8%,?,1%,/,-3%,0%,/,/
CCCC(C(=O)NC1CCCCC1)N(CC1CCCO1)C(=O)CNS(=O)(=O)c1ccc(F)cc1 (stereo unspecified),i,i,7%,5%,-5%,4%,i,?,1%,i,/
CCN(CC)C(=O)C1=C(C)NC(=O)NC1c1ccccc1F (stereo unspecified),i,?,3%,4%,-9%,2%,i,2%,0%,i,3.3%
CN(Cc1ccccc1)S(=O)(=O)c1ccc2c(c1)n(C)c(=O)n2C,?,i,0%,?,4%,-1%,i,-6%,-5%,i,1.9%
Cc1cccc2cc(CN(Cc3nnnn3Cc3ccco3)C3CCCC3)c3nnnn3c12,?,i,0%,-14%,?,-6%,i,-1%,3%,i,-0.1%[57.5 µM]
COc1ccccc1OCc1ccc(C(=O)N2CCN3CCCC3C2)cc1 (stereo unspecified),?,i,-1%,-9%,?,-2%,i,-13%,6%,i,0.0%
COc1ccc(-c2cc3nc4n(c(=O)c3s2)CCOC4)cc1,i,i,/,/,/,2µM*,6e-08M*,/,0%[20.6 µM],6.3e-08M*,/
CCOc1ccc2sc(NS(=O)(=O)c3ccc(OC)c(OC)c3)nc2c1,?,i,0%,-20%,9%,0%,i,-2%,0%,i,1.0%
COc1ccc(-c2cc(C(F)F)n3ncc(C(=O)NCCCN4CCCC4=O)c3n2)cc1,/,/,-3%,?,?,1%,/,-4%,0%,/,-0.4%
